EPAC2 agonist: activates human EPAC2 exchange factor; Q8WZA2; EPAC2 activation, biochemical qHTS; response scale: 100% = 6.5 mM cAMP response; Potency, µM (highest dose often 154 µM), without a hit: at the highest dose activation, actives largely listed as activators; actives 0.079% (n = 360,000); AID 720711; further: nearly all actives have a fitted effect of over 50% in size
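Guanine nucleotide exchange by EPAC2 is measured as reduced fluorescence of BODIPY-GDP once it is released from 250 nM Rap1B. Plates are read kinetically for 30 min at room temperature; results are scaled to 6.5 mM cAMP.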
EPAC1 agonist: agonists of human EPAC1 | Potency, µM (top dose mostly 154 µM), without a hit: top-dose activation, most hits filed as activators | O95398 | actives 0.073% (n = 360,000) | EPAC1 agonist qHTS, biochemical assay; response scale: 100% = response to 6.5 mM cAMP | AID 720707; further: nearly all actives have a fitted effect of over 60% in size
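Normalized to 6.5 mM cAMP, activity reflects EPAC1-catalysed release of BODIPY-GDP from Rap1B, followed kinetically over 30 min at 480 nm excitation, 540 nm emission. Reaction contained 100 nM EPAC1, 250 nM Rap1B-BODIPY-GDP, 50 uM GDP.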
aSyn yeast inh: rescues yeast growth from alpha-synuclein toxicity; Yeast expressing alpha-synuclein, growth rescue, BacTiter-Glo, 24 h; Potency, µM (top dose mostly 46.1 µM), inactives show at the top dose growth rescue (activation), most hits filed as activators; actives 0.14% (n = 370,000); AID 652106; further: % of control where 0% means no effect; nearly all actives have a fitted effect of over 65% in size
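Rescue of yeast growth: cells expressing toxic alpha-synuclein, induced in galactose at OD600 0.02, incubated with compound 24 h at 30 C. ATP luminescence quantified growth; inhibitors of toxicity appear as activators.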
EPAC1 antag: EPAC1 (human) antagonism | O95398 | EPAC1 GEF assay, Rap1b-BODIPY-GDP exchange fluorescence | Potency, µM (doses to about 115 µM), for the others: at the top dose activity change, negative = inhibition, actives largely listed as inhibitors | actives 0.14% (n = 360,000);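 further: plate controls were vehicle for no effect and positive control for full effect; nearly all actives have a fitted effect of over 50% in size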
PTHR1 ag: PTHR1 (human) receptor agonism. Q03431. actives 0.075% (n = 410,000). AID 743266. HEK293 GP2 PTHR1 cells, GloSensor cAMP luminescence, 1 h. Potency, µM (titrated, usually from 115 µM), for inactives: top-dose activation, actives largely listed as activators; further: nearly all actives have a fitted effect of over 55% in size; some results filed as inactive show a strong effect at the top dose; inactives centre near -15; many of its hits are not listed in these tables
Target sequence (Q03431 whole entry, looked up): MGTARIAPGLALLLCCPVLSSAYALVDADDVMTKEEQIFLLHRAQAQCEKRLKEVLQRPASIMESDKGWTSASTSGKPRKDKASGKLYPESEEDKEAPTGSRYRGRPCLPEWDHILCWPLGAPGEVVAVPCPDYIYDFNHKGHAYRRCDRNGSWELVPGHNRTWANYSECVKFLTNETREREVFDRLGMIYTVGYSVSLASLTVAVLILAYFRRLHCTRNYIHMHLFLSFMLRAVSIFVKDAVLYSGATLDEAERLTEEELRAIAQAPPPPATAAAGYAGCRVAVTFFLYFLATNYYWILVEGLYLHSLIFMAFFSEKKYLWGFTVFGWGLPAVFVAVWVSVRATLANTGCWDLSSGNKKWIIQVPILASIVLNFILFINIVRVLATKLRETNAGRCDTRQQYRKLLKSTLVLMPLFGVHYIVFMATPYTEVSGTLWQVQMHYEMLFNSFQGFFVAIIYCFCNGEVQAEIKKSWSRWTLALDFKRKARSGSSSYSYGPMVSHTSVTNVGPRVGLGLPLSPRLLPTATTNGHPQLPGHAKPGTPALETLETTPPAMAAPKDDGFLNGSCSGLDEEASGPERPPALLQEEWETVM
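HEK-293-derived GP2 cells expressing PTHR1 and a GloSensor cAMP reporter, 3,000/well, plated overnight, given luciferin plus IBMX (each 0.5 mM as added) for 1 h at 37 °C, then compound for 1 h at 37 °C. Luminescence was read after 15 min at room temperature.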
TDP-43 yeast inh: inhibitors of TDP-43 toxicity in yeast; Potency, µM (series often up to 46.1 µM), without a hit: at the top dose growth rescue (activation), most hits filed as activators; TDP-43 expressing yeast growth rescue, BacTiter-Glo, 24 h; actives 1.8% (n = 410,000); AID 652104; further: % of control where 0% means no effect; nearly all actives have a fitted effect of over 50% in size
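Yeast cells expressing TDP-43 under galactose induction are exposed to compounds for 24 hr at 30 deg C. BacTiter-Glo luminescence measures growth, so protective compounds score as activators.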
EPAC2 antag: EPAC2 (human) antagonism. Potency, µM (series often up to 114 µM), for inactives: at the highest dose activity, negative = inhibition, actives largely listed as inhibitors. EPAC2 GEF exchange of Rap1B-BODIPY-GDP, fluorescence. Q8WZA2. actives 0.18% (n = 360,000); further: on the % scale 0 is the no-effect control and ±100 the full control effect; nearly all actives have a fitted effect of over 45% in size; many of its hits are not listed in these tables
FUS yeast rescue: rescues growth of FUS-expressing yeast | actives 0.24% (n = 390,000) | S. cerevisiae FUS-expressing, growth rescue, OD600, 24 h | Potency, µM (doses to about 76.6 µM), without a hit: at the highest dose growth rescue (activation), actives largely listed as activators;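 further: plate controls were DMSO vehicle for no effect and reference control for full effect; nearly all actives have a fitted effect of over 55% in size; some results filed as inactive show a strong effect at the top dose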
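Absorbance at 600 nm, taken 24hr after compound addition, measured rescue of FUS-yeast growth at 30C. Induction used 2% galactose with seeding at OD 0.005. Controls: CP55940 from 92uM final, DMSO only.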
The depositor's hits bear a star; i = inactive; u = inconclusive; x = no result given; & = joins results of further samples; [ ] = dose if it differs, or a comment. The call rests on the fitted dose curve; in most records, active means well fitted curve in the direction sought with a large enough effect; inconclusive means small, poorly fitted or top-dose-only effect, or another doubt; inactive means no such curve, though single readings can be large; an effect the other way counts as inactive or inconclusive. Potency means the concentration at half of the fitted maximal effect. These rows are one share of the data, so the mix of outcomes need not match the whole.

Molecule	EPAC2 agonist	EPAC1 agonist	aSyn yeast inh	EPAC1 antag	PTHR1 ag	TDP-43 yeast inh	EPAC2 antag	FUS yeast rescue
CC(C)CN(C(=O)CCc1ccccc1)c1c(N)n(CC(C)C)c(=O)[nH]c1=O	5%	-2%	-3%	-6%	-9%	-4%	-2%	x
Cc1ccc(CCNC(=O)C2CCCN(C(=O)c3cc4sccc4n3C)C2)cc1 (stereo not drawn)	-5%	11%	8%	-8%	i	-2%	-12%	u
CN(C)c1ccc(/C=C/c2ccc3c4ccccc4ccc3[n+]2-c2ccccc2)cc1	-9%	-12%	-76%&-88%[inhibitor]	u	-27%	-96%[inhibitor]	-22%	45%
COc1cc(C(=O)OCC(=O)NCC2CCCO2)cc(OC)c1OC (stereo not drawn)	-2%	0%	-3%	-11%	i	16%	5%	-28%
O=C(CN1C(=O)c2ccccc2S1(=O)=O)Nc1cccnc1	0%	2%	0%	8%	-20%	17%	6%	-1%
COc1cccc2sc(N(CCCN(C)C)C(=O)C(c3ccccc3)c3ccccc3)nc12	11%	-2%	-7%	u	21%	-22%	-1%	u
COc1ccc2[nH]c3c(c2c1)CCN1C(=O)N([C@@H](C)C(=O)NC2CCCCC2C)C(=O)[C@]31C (stereo partly drawn)	8%	-6%	-1%	u	-34%[inhibitor]	12%	-15%	u
CSc1ncccc1C(=O)OCC(=O)N1CC(=O)Nc2ccccc21	11%	-5%	-1%[1.84 µM]	13%	-12%	-5%	0%	u
S=C(NC1CCCCC1)N1CCN(Cc2ccccc2Cl)CC1	9%	-4%	8%	-1%	-30%[inhibitor]	16%	-11%	-19%
COc1ccc(C(=O)Nc2ccc(Cl)cc2F)cc1S(=O)(=O)N1CCCC1	16%	4%	-6%[1.84 µM]	14%	-38%[inhibitor]	-3%	0%	27%
COCCCNC(=S)N/N=C/c1cccc(OC)c1O	2%	9%	-5%	10%	-18%	-23%	0%	-2%
Cc1cccc(NC(=O)CO/N=C/c2ccc3c(c2)OCO3)c1	16%	-1%	3%	-15%	-42%[inhibitor]	0%	-5%	x
CCCCNC(=O)C1CC(=O)N(C2CCCCC2)C1 (stereo not drawn)	-5%	1%	-6%	2%	i	-19%	13%	3%
COc1ccc(-c2csc(N(CCCN(C)C)C(=O)c3ccccc3C)n2)cc1	5%	-13%	-5%	-1%	i	-11%	1%	12%
Cn1c(/C=C/c2cccc(Br)c2)nc2ccccc2c1=O	5%	-2%	-18%	6%	-90%[inhibitor]	-3%	3%	16%
CCC(C)[C@H](NC(=O)[C@@H]1Cc2ccccc2CN1C(=O)OC(C)(C)C)C(=O)NCC1CCC(C(=O)O)CC1 (stereo partly drawn)	7%	4%	4%	-2%	i	7%	-11%	u
COc1cc(C2CC(=O)NC3=C2C(=O)CC(C)(C)C3)ccc1O (stereo not drawn)	11%	16%	-5%	4%	-10%	-2%	3%	6%
O=C(C1CCC(CNS(=O)(=O)c2ccccc2)CC1)N1CCOCC1 (stereo not drawn)	8%	-7%	-3%	3%	-22%	0%	6%	-4%
O=C(Nc1ccc(N2CCCC2)c(Cl)c1)c1ccc2c(c1)OCCO2	1%	-1%	-12%	-14%	-77%[inhibitor]	u	-1%	u
COC(=O)CC1C(=O)NCCN1C(=O)Nc1ccc(Cl)c(Cl)c1 (stereo not drawn)	5%	-4%	0%	-28%	0%	27%	8%	-46%
O=C(Cc1ncc(C(F)(F)F)cc1Cl)NCc1cccnc1	8%	0%	-9%	9%	-6%	3%	3%	10%
Cc1ccc(S(=O)(=O)NNC(=O)c2cc([N+](=O)[O-])c(C)c([N+](=O)[O-])c2)cc1	5%	6%	-10%	-15%	i	-1%	-4%	17%
COc1ccccc1CNCC(=O)Nc1ccc(C#N)cc1	13%	2%	2%	11%	i	1%	4%	9%
Cc1ccccc1NC(=S)N(Cc1ccccn1)Cc1ccccc1Cl	5%	-6%	4%	-13%	-16%	u	-10%	23%
CCOc1ccccc1NC(=O)CC1Nc2cc(C)c(C)cc2NC1=O (stereo not drawn)	26%	5%	3%	-21%	-23%[57.5 µM]	-3%	-24%[57.1 µM]	-2%
COc1ccc(/C=N/NC(=O)c2cccc([N+](=O)[O-])c2)cc1OC(=O)c1ccc(C)cc1	16%	9%	5%	-9%	i	7%	-1%	u
Oc1ccc(Br)cc1-c1cc(-c2ccco2)[nH]n1	2%	20%	-22%	6%	-15%	13µM*	-7%	-16%
O=C(CN(C(=O)CNS(=O)(=O)c1ccc(F)cc1)C1CCCC1)NCc1ccco1	8%	6%	3%	-8%	i	4%	-2%	8%
Cc1cc(OC(=O)c2cccc(Cl)c2)c([N+](=O)[O-])c(=O)[nH]1	14%	5%	-5%	-15%	i	-1%	2%	10%
C/C(CCc1ccccc1)=N\NC(=O)C1C2CCCCC21 (stereo not drawn)	0%	0%	-3%	-7%	-24%	2%	-1%	0%

Part of the list above, field by field:
COc1ccc(-c2csc(N(CCCN(C)C)C(=O)c3ccccc3C)n2)cc1
  EPAC2 agonist: 5%; EPAC1 agonist: -13%; aSyn yeast inh: -5%; EPAC1 antag: -1%; PTHR1 ag: i; TDP-43 yeast inh: -11%; EPAC2 antag: 1%; FUS yeast rescue: 12%
Cn1c(/C=C/c2cccc(Br)c2)nc2ccccc2c1=O
  EPAC2 agonist: 5%; EPAC1 agonist: -2%; aSyn yeast inh: -18%; EPAC1 antag: 6%; PTHR1 ag: -90%[inhibitor]; TDP-43 yeast inh: -3%; EPAC2 antag: 3%; FUS yeast rescue: 16%
CCC(C)[C@H](NC(=O)[C@@H]1Cc2ccccc2CN1C(=O)OC(C)(C)C)C(=O)NCC1CCC(C(=O)O)CC1 (stereo partly drawn)
  EPAC2 agonist: 7%; EPAC1 agonist: 4%; aSyn yeast inh: 4%; EPAC1 antag: -2%; PTHR1 ag: i; TDP-43 yeast inh: 7%; EPAC2 antag: -11%; FUS yeast rescue: u

New compounds follow:
Molecule	EPAC2 agonist	EPAC1 agonist	aSyn yeast inh	EPAC1 antag	PTHR1 ag	TDP-43 yeast inh	EPAC2 antag	FUS yeast rescue
CCN1/C(=C\C=C(C(C)=O)C(C)=O)Sc2ccccc21	10%	21%	13%	12%	-3%	18%	-11%	19%
COc1ccc(Br)cc1/C=N/N1CCN(Cc2ccccc2Cl)CC1	-1%	14%	-11%	2%	-10%	-18%	-7%	26%
N#Cc1c(N)n(CCNC(=O)c2ccccc2)c2nc3ccccc3nc12	-2%	10%	-4%	2%	-27%	16%	4%	9%
COc1ccc(C(CCNCc2ccc(OC(C)C)cc2)C(C)C)cc1 (stereo not drawn)	0%	-8%	-6%	10%	-11%	0%	11%	24%
COc1ccc(N(CC(=O)N/N=C/c2ccc3c(c2)OCO3)S(=O)(=O)c2ccc(NC(C)=O)cc2)cc1	13%	2%	-6%	-13%	0%	16%	3%	u
CCn1cc(CN2CCC(Oc3ccc(C(=O)N4CCCCC4)cc3)CC2)cn1	1%	-2%	-3%	-1%	-5%	0%	15%	9%
CC(C)C[C@H]1CN(CCCC[C@H]2CNC(=O)C(=O)N2CCc2ccccc2)C(=O)C(=O)N1CCC1CCCCC1	0%	6%	0%	11%	-25%	18%	3%	19%
CC(=O)Nc1c(NC(C)(C)C)c2ccccc2oc1=O	9%	13%	2%	2%	-27%	11%	2%	-11%
Cc1cccc([N+](=O)[O-])c1NC(=O)COC(=O)C1CC2CCCC(C1)C2=O (stereo not drawn)	9%	2%	-6%	-2%	i	-11%	1%	11%
O=C(NC1CCCCC1)C(c1ccnc2ccccc12)N1CCOCC1 (stereo not drawn)	6%	2%	-5%	-10%	-15%	-12%	6%	-20%
COc1ccc2nc(C)cc(Sc3nc4ccccc4s3)c2c1	7%	-7%	13%	-12%	-28%	25µM*	-2%	36%
CCOC(=O)N1CCN(S(=O)(=O)c2ccc(C)c(C)c2)CC1	5%	4%	4%	9%	-1%[57.5 µM]	-10%	0%	23%
COc1ccc(NC(=S)N(CCC(C)C)C2CCN(C(C)=O)CC2)cc1	-1%	-1%	1%	-11%	-22%	1%	-11%	5%
O=C(O)c1cn(C2CC2)c2cc(N3CCN(S(=O)(=O)c4ccc5c(c4)OCCO5)CC3)c(F)cc2c1=O	-3%	-12%	-5%	u	-47%[inhibitor]	15%	-3%	-19%
Cc1[nH]c(=O)c(C(=O)/C=C/c2ccccc2F)c2c1CCCC2	1%	2%	2%	3%	-59%[inhibitor][57.5 µM]	-10%	-8%	16%
COc1cccc(CNc2nc3nc(C)cc(=O)n3[nH]2)c1	6%	0%	4%	3%	i	-3%	3%	-2%
Cc1nn(CC(=O)NC2CCCC2)c(C)c1[N+](=O)[O-]	5%	14%	-2%	4%	i	15%	4%	-10%
CC(C)(C)OC(=O)CN1C(=O)C(Sc2n[nH]c(-c3ccccc3)n2)CCc2ccccc21 (stereo not drawn)	-3%	0%	-9%	11%	-1%[57.5 µM]	1%	11%	25%
CCNC(=S)NNc1nc(N2CCCCC2)nc(N2CCOCC2)n1	6%	8%	1%	7%	i	-15%	-7%	6%
Cc1nc(N(C)C)c2sc(=S)n(Cc3ccccc3)c2n1	11%	7%	1%	-7%	-16%	5%	u	-12%
CCCN(CC(=O)Nc1ccccc1C)C(=O)c1ccc(-c2ccccc2)cc1	8%	-3%	13%	-1%	-4%	25%	0%	x
Cc1ccccc1SCC(=O)Nc1cc(S(=O)(=O)N2CCOCC2)ccc1N1CCOCC1	6%	4%	-4%	-13%	-17%	-2%	-3%	3%
CSc1cc(C)n(-c2ccccc2)c(=S)c1C(C)=O	-7%	0%	2%	-2%	i	16%	4%	-44%
Cc1ccc2occ(C(=O)c3ccco3)c(=O)c2c1	1%	1%	-2%	-2%	-41%[inhibitor][57.5 µM]	-2%	29%	10%
CCCCCCCCCCOC(=O)Cn1c(COc2ccc(Cl)cc2)[n+](C)c2ccccc21	-22%	-1%	-53%[inhibitor]	-5%	-25%	-86%[inhibitor]	u	u
COc1ccc(CC(O)COS(N)(=O)=O)cc1 (stereo not drawn)	11%	-10%	-2%	3%	3%	7%	3%	-20%
CCOCCCN(C(=O)c1snc(C(N)=O)c1N)C(C(=O)NC1CCCC1)c1ccc(OC)cc1 (stereo not drawn)	1%	0%	1%	9%	i	-8%	5%	19%
C#CCOCCOCCOCCNc1nc(N2CCN(C(=O)[C@H]([C@@H](C)CC)n3cc([C@@H](N)Cc4ccc(O)cc4)nn3)CC2)nc(N2CCN(C(=O)[C@H](Cc3ccc(O)cc3)n3cc([C@@H](N)C(C)CC)nn3)CC2)n1 (stereo partly drawn)	5%	8%	-7%	u	-12%	8%	-3%	u

Assay outcomes as filed in PubChem.
